# Bioassay records deposited in PubChem by several laboratories.
# SR-BI DiI-HDL act = activators of SR-BI mediated DiI-HDL uptake, primary screen, ldlA[mSR-BI] CHO cells, DiI fluorescence; AID 504775, 2011; actives 0.096% (n = 320,000); 3 h; 100 = double the neutral-control signal; activation, % at 12.5 µM;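 active = mean replicate activation of at least 60% and every replicate at or above 60%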;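 also: 0% = median plate neutral-control signal and 100% = twice that signal; values of inactives mirror those of a sister screen read the other way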
#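 Material – SR-BI-overexpressing, LDLR-lacking CHO cells · Medium – BSA-supplemented, HEPES-buffered Ham's F12, pH 7.4 · Doses – single concentration · Times – compound with DiI-HDL co-incubation, 3 h at 37 °C · Measured by – bottom-read fluorescence, 550/595 nm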
# Tat export inh = E. coli Tat export inhibitors, primary screen, MC4100, TorA-mCherry reporter, fluorescence, single point. inhibition, % at 10 µM. actives 0.036% (n = 340,000). AID 488895, 2010;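 active = mean replicate inhibition at least 50% and at least half of replicates individually reaching 50%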;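 also: exported cargo escapes ClpAP degradation while cytoplasmic cargo is degraded and loses fluorescence; 0% = median of neutral control wells and 100% = median of NaSCN control wells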
# MITF act = activators of MITF-driven TRPM1 promoter reporter, primary screen, cell-based, SK-MEL-5, luciferase, single point. SK-MEL-5 TRPM1-promoter luciferase, 24 h; % of positive control, neutral wells = 0. activation, % at 12.5 µM. actives 0.75% (n = 300,000). AID 588334, 2011;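 active = mean activation of at least 80% with every replicate also reaching 80%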;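 also: 0% = neutral control wells and 100% = parthenolide positive control wells; values of inactives mirror those of a sister screen read the other way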
# CAL PDZ FP-1 = untagged CAL PDZ binding inhibitors, primary screen, biochemical, fluorescence polarization, HTS; AID 602252, 2012; inhibition, % at 24.9 µM; purified CAL PDZ, TMR-peptide fluorescence polarization, 1 h; actives 0.92% (n = 300,000); Golgi-associated PDZ and coiled-coil motif-containing protein (Homo sapiens), Q9HD26;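 active = mean inhibition of at least 30% with at least half of replicates also reaching 30%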;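 also: 0% = DMSO neutral control and 100% = excess unlabeled competitor peptide PRC23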
# AddAB inh = growth inhibition of E. coli expressing H. pylori AddAB, primary screen, AddAB inhibitor project, absorbance; inhibition, % at 11.9 µM; actives 0.29% (n = 330,000); AID 435030, 2010; in the data active = inhibition above about 12%;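 also: 0% = vehicle wells of infected cells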
# Wnt bcat act = Wnt/beta-catenin pathway activators, primary screen, cell-based, plate reader, single point. Wnt/beta-catenin reporter cell assay, activator. activation, % at 9.35 µM. actives 1.2% (n = 300,000); in the data active = activation above about 30%, passing the limit was not always enough;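 also: 0% = neutral control wells and 100% = positive control wells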
# CAL PDZ FP-2 = CAL PDZ peptide-binding inhibitors, primary screen, biochemical, fluorescence polarization, Cer-tagged CAL PDZ, HTS; purified CAL PDZ, TMR-peptide fluorescence polarization, 1 h; inhibition, % at 20 µM; actives 0.02% (n = 330,000); AID 504414, 2011;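 active = highest replicate inhibition of at least 40%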;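 also: plate controls were DMSO neutral control wells for no effect and unlabeled competitor peptide control wells for full effect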
#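 Read-out basis: mP drop reported as inhibition | Assay system: Tagged CAL PDZ protein CerCALP, purified | Benchmarks: Unlabelled peptide for full inhibition, DMSO wells as neutral | Schedule: 1 h incubation at room temperature before polarization reading | Buffer or medium: Sodium phosphate/NaCl buffer pH 7.4 with TCEP, IgG, Thesit | Doses: Single point, 20 µM | Measured by: Fluorescence polarization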
# SR-BI DiI inh = inhibitors of SR-BI mediated HDL lipid uptake, primary screen, ldlA[mSR-BI] cells, fluorescence, single point; AID 488896, 2010; inhibition, % at 12.5 µM; actives 0.96% (n = 320,000); Scavenger receptor class B member 1 (Mus musculus), Q61009; ldlA[mSR-BI] CHO cells, DiI-HDL uptake fluorescence, 3 h;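 active = mean replicate inhibition of at least 70% and a set share of replicates each scoring 70 or more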;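 also: 0% = median of neutral control wells and 100% = median of positive control wells; values of inactives mirror those of a sister screen read the other way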
# Target sequence (Q61009 whole entry, looked up): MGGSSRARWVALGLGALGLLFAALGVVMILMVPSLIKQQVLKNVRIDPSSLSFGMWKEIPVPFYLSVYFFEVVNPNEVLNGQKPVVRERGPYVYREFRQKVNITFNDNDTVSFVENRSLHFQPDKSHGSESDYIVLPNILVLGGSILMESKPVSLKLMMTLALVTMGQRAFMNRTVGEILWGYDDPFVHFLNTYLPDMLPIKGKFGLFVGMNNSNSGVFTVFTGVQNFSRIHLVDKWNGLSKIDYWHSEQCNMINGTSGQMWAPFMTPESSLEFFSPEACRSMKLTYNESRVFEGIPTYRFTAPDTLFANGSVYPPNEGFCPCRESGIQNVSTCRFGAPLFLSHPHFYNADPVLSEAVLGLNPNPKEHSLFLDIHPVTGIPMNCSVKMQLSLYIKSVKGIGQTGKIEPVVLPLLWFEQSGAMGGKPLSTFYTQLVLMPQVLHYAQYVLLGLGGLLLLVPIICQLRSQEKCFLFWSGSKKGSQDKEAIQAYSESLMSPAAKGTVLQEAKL
# Ecoli viability = E. coli V3065 growth inhibition, primary screen, counter-screen for AddAB inhibitor project, absorbance, OD600 | actives 0.27% (n = 330,000) | inhibition, % at 11.9 µM | 18 h | AID 449728, 2010;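 active = inhibition above the campaign's mean inhibition across all tested compounds plus 3 SD, cut at about 9.9% in these data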;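 also: uninfected addAB+ strain grown without phage in ampicillin broth; 0% = DMSO wells and 100% = ciprofloxacin 0.95 µg/ml wells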
# phage Ecoli inh = growth loss of phage-infected E. coli, primary screen, RecBCD inhibitor project, absorbance, with phage, HTS; AID 651602, 2012; actives 0.26% (n = 360,000); inhibition, % at 11.9 µM; in the data active = inhibition above about 11%
# Numbers without * were called inactive; nt = no result given.
SMILES,SR-BI DiI-HDL act,Tat export inh,MITF act,CAL PDZ FP-1,AddAB inh,Wnt bcat act,CAL PDZ FP-2,SR-BI DiI inh,Ecoli viability,phage Ecoli inh
CCC(=O)OCC(=O)Nc1cc(C)c(C)cc1[N+](=O)[O-],24,-7,4,2,2.4,-1,-0.2,-24,-0.4,4.5
O=C(CCN=C1NS(=O)(=O)c2ccccc21)OCC(=O)c1ccccc1,22,8,4,-2,2.0,-1,-3.1,-22,-0.5,2.6
Cc1cc(SCC(=O)Nc2ccc(O)cc2)n2nc(C)c(-c3ccccc3)c2n1,nt,-2,-6,5,-3.0,25,-0.5,nt,-1.6,-2.1
S=c1[nH]nc(-c2ccccn2)n1/N=C/c1c(Cl)cccc1Cl,-2,-5,-13,6,0.8,1,-0.3,2,-0.7,0.7
COc1ccc(-c2cc3c(=O)n(CC(=O)Nc4ccc(C(C)=O)cc4)ncn3n2)cc1,-13,2,5,-5,4.4,4,-0.8,13,0.1,2.2
Cc1nnc(NC(=O)c2ccc(Br)o2)s1,-4,-4,18,-3,1.1,4,0.5,4,0.3,-1.7
COCCNC(=O)C(C#N)c1nc2ccccc2nc1N1CCCCCC1 (stereo not drawn),-69,-3,1,-2,-2.4,nt,0.0,69,-0.5,0.8
Cc1cccc(NC(=O)COC(=O)c2cccs2)c1C,17,-1,-6,2,0.5,0,-0.6,-17,0.3,1.2
Cn1c(=O)c2c(nc(N/N=C/c3ccc(OC(=O)c4ccco4)cc3)n2Cc2ccccc2)n(C)c1=O,22,11,-1,-1,-0.1,7,-0.5,-22,-1.3,2.3
CCCCn1c(N)c(N(CCC(C)C)C(=O)c2ccc(N3CCCC3=O)cc2)c(=O)[nH]c1=O,23,19,-6,-3,-1.2,-2,-1.2,-23,-4.0,-0.5
COc1ccccc1NC(=O)c1cc2c(cc1Cl)N1CCCCCC1=NS2(=O)=O,-62,-9,1,nt,-2.7,-1,0.2,62,-1.9,1.6
COC(=O)c1ccc(CN2CCCC(C(=O)c3ccccc3OC)C2)cc1 (stereo not drawn),-3,-1,8,-2,3.4,10,nt,3,-0.5,2.2
COC(=O)C1NC(=O)N2C(C(=O)OC)C(C)(C)S[C@H]12 (stereo partly drawn),-13,-12,-5,-2,-1.0,-1,-1.1,13,-0.7,-0.5
Cc1ccc(C(=O)OCC(=O)NCCN2C(=O)CSC2=O)cc1[N+](=O)[O-],17,0,7,3,1.5,1,-0.6,-17,-1.1,2.0
CCOc1ccc(NC(=S)NCCCN2CCN(c3ccc(OC)cc3)CC2)cc1,-27,17,-3,-2,0.6,-1,0.1,27,-0.9,0.7
CC(C)N1C(=O)S/C(=C/c2ccc3c(c2)n(C)c(=O)n3C)C1=O,-1,-2,nt,-3,1.5,nt,-1.7,1,2.3,1.8
Cc1ccc(S(=O)(=O)CC(=O)N(CCCN(C)C)c2nc3ccc(C)cc3s2)cc1,9,-2,-6,0,-0.2,1,-1.7,-9,2.3,1.8
O=C1CC(c2ccccc2)Cc2nc(NC3CC3)ncc21 (stereo not drawn),24,5,-8,-3,-0.3,0,-1.4,-24,-2.8,0.5
COC(=O)c1cc(NC2c3ncccc3C(=O)N2Cc2ccccc2)cc(C(=O)OC)c1 (stereo not drawn),-3,-18,-1,0,-1.7,-3,-0.1,3,-4.3,1.3
O=C(COC(=O)/C=C/c1ccccc1[N+](=O)[O-])Nc1ccc(OC(F)F)cc1,14,1,-11,-1,2.0,nt,-0.7,-14,-1.0,4.3
Cc1ccc(NC2=C(Cl)C(=O)OC2OC(=O)c2ccco2)cc1C (stereo not drawn),nt,1,0,-5,3.7,-2,-1.2,nt,-1.0,3.2
COc1cccc(NC(=O)CN(C)C(=O)CC2Sc3ccccc3NC2=O)c1 (stereo not drawn),-1,4,-15,1,1.4,2,-0.4,1,-0.2,2.8
CCn1c(C(O)c2cc(OC)ccc2OC)nc2ccccc21 (stereo not drawn),22,7,3,4,0.5,1,nt,-22,4.0,0.8
O=C(CSc1nccn1Cc1ccc(F)cc1)NC1CCCC1,17,-4,-3,-7,1.6,-1,-2.5,-17,-2.4,4.8
COc1ccc(NC(=S)N/N=C2\CC(C)(C)Oc3ccc(O)cc32)cc1,-28,-1,-5,-2,4.3,-2,-0.9,28,1.2,2.1
Cc1ccc(C)c(C(=O)COC(=O)c2n[nH]c3ccccc23)c1,-32,0,71,-2,-1.0,-2,-0.5,32,0.4,3.8
O=C(c1ccc(-n2cnnn2)cc1)N1CCN(C(c2ccccc2)c2ccccc2)CC1,10,10,-8,-1,2.4,nt,8.3,-10,1.3,1.2
NC(=O)COC(=O)c1cccc2c1-c1ccccc1C2=O,5,-1,10,-2,0.9,2,-0.9,-5,-0.8,0.5
CCCCCCC#Cc1cncc(C(=O)NNC(=O)Nc2cc(Cl)cc(Cl)c2)c1,nt,nt,nt,nt,0.3,42*,nt,nt,0.3,-1.9
COc1ccc(OC)c(/C=N/NC(=O)c2cccc3ccccc23)c1,-53,2,-13,-6,0.3,1,-7.7,53,0.3,1.9

# Continued; the last 3 above are carried over.
SMILES,SR-BI DiI-HDL act,Tat export inh,MITF act,CAL PDZ FP-1,AddAB inh,Wnt bcat act,CAL PDZ FP-2,SR-BI DiI inh,Ecoli viability,phage Ecoli inh
NC(=O)COC(=O)c1cccc2c1-c1ccccc1C2=O,5,-1,10,-2,0.9,2,-0.9,-5,-0.8,0.5
CCCCCCC#Cc1cncc(C(=O)NNC(=O)Nc2cc(Cl)cc(Cl)c2)c1,nt,nt,nt,nt,0.3,42*,nt,nt,0.3,-1.9
COc1ccc(OC)c(/C=N/NC(=O)c2cccc3ccccc23)c1,-53,2,-13,-6,0.3,1,-7.7,53,0.3,1.9
CN(CC(=O)NC(=O)Nc1ccccc1F)Cc1ccccc1F,3,-5,19,1,2.2,2,-0.1,-3,-0.6,-0.1
COc1cc2c3c(c1)c(N=NC(N)=S)c(O)n3C(C)(C)C=C2C,nt,-1,-7,2,-4.3,0,-1.7,nt,-3.2,-0.5
O=C1COc2ccc(S(=O)(=O)NCc3ccc(Cl)cc3)cc2N1,-7,-2,-1,3,4.0,-1,0.1,7,4.6,1.4
CCCC(=O)Nc1ccc2nc(C)n(Cc3ccccc3Cl)c(=O)c2c1,9,-1,2,-5,2.6,0,-0.7,-9,0.3,-1.3
COCCCn1c(SCc2cccc(OC)c2)nc2cc(OC)c(OC)cc2c1=N,-24,9,-8,-2,-0.2,nt,-0.4,24,0.5,-0.2
CN(C(=O)C=Cc1ccco1)c1ccccc1,7,12,1,12,nt,3,-1.0,-7,nt,2.1
O=C(CCCc1c[nH]c2ccccc12)Nc1ncccc1O,5,-1,2,-5,nt,0,-1.6,-5,nt,4.1
O=C(COC(=O)C1CC2C=CC1C2)Nc1ccc2c(c1)OC(F)(F)O2 (stereo not drawn),36,1,-2,-1,1.8,nt,-0.6,-36,0.2,2.8
O=S(=O)(Nc1nnc(C2CCCCC2)s1)c1ccc(F)cc1,nt,-1,10,-4,2.2,1,-2.6,nt,0.2,1.8
Cc1ccc(C2=NNC3(CCOC(C)(C)C3)S2)cc1 (stereo not drawn),23,4,22,-1,1.4,12,-0.9,-23,-1.5,0.0
Cc1ccc(-c2nc3ncccc3o2)cc1NC(=O)Cc1ccc(Cl)cc1,-40,6,8,-5,1.1,nt,nt,40,0.4,0.8
O=C(COc1ccc(F)cc1Cl)N(Cc1nnc(-c2ccccc2Cl)o1)C1CC1,-14,3,1,1,3.8,0,-2.2,14,0.5,-0.2
CC(=O)Nc1ccc(OCc2cnc(Cl)s2)cc1,0,-10,34,-5,-1.4,-2,-1.1,0,-0.8,4.4
CSc1ccccc1NC(=O)CN(C)C(=O)c1c(C)nn(Cc2ccccc2)c1C,-11,-3,10,nt,-1.7,0,-0.4,11,-0.9,0.8
COc1ccc(-c2nnc(NC(=O)C(C)C)o2)cc1,51,1,8,nt,-0.2,-1,-0.9,-51,-3.3,-1.0
O=C(OCc1ccc(COC(=O)c2cccnc2Cl)cc1)c1cccnc1Cl,-8,2,11,0,-0.2,-6,-0.2,8,-2.4,5.5
NN/C(=C\[N+](=O)[O-])Nc1ccc(Cl)cc1,0,0,14,-2,2.9,1,-2.0,0,0.1,3.8
CCOc1ccccc1N(CC(=O)OC)S(C)(=O)=O,19,0,-3,3,0.9,0,-2.6,-19,3.0,-0.2
CCn1cc(CNC(=O)c2ccc3nc(Cc4ccc(OC)cc4)oc3c2)cn1,-12,-6,-2,-5,2.0,-2,-1.1,12,-0.2,0.6
Cn1ccnc1SCC(=O)Nc1cc(S(=O)(=O)N2CCOCC2)ccc1Cl,10,2,6,-4,2.6,nt,-2.6,-10,3.0,1.6
COc1ccc(S(=O)(=O)NCCC(C)C)cc1C,-17,21,11,-4,2.8,nt,0.2,17,1.7,2.0
CN1CCCC(OC(=O)c2ccc3c(c2)OCCO3)C1 (stereo not drawn),11,1,23,2,nt,7,-0.5,7,nt,3.0
O=C(OCC(=O)N1CCCC1)c1cnc(Cl)c(Cl)c1,21,-6,9,nt,-1.2,-5,-0.4,-21,1.1,4.1
CCOC(=O)Cc1ccc(NC(=O)c2cccc([N+](=O)[O-])c2)cc1,-29,-8,33,nt,2.2,0,-0.1,29,-0.7,4.5
O=C1NC(c2ccccc2)CCC1(Cl)Cl (stereo not drawn),15,6,-5,0,-0.2,-14,-0.1,-15,-1.8,3.0
COc1ccc(N2CCN(C(=O)Cn3c(=O)c4cccn4c4cccnc43)CC2)cc1,-37,-2,-1,6,2.9,-1,-0.4,37,1.4,1.8
Cc1nonc1N1CCN(Cc2cn[nH]c2-c2ccc(F)cc2F)CC1,14,1,5,-2,0.5,0,-2.3,-14,-2.9,3.7
CCCC(=O)n1nc(-c2ccccc2)nc1N,-14,0,4,-3,2.0,-6,-0.2,14,2.3,3.4
C[C@H](CO)N1C[C@H](C)[C@@H](CN(C)C(=O)Nc2ccc(C(F)(F)F)cc2)Oc2ccc(NS(=O)(=O)c3ccccc3)cc2C1=O,-20,-6,6,-3,1.8,-2,-4.1,20,-5.3,2.2
